Bioassay records as filed in PubChem BioAssay.
C diff HTS – inhibitors of Clostridium difficile growth; Clostridium difficile clinical isolate growth, OD600, 24 h; active compounds read low; growth activity, negative = inhibition, % at 16 µg/mL (by protocol); 0.25% of 86,000 active;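 active = mean growth activity at or below -80% and every replicate also at or below -80%; inconclusive = mean at or below -80% but some replicate above -80%; inactive = mean growth activity above -80%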;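 note: 0% = DMSO wells and -100% = levofloxacin 16 µg/mL wells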
KDM4C inh – KDM4C (human) demethylase inhibition | inhibition, % at 12.5 µM | AID 720574 | GST-KDM4C 2-372, H3K9me3 peptide, LANCE TR-FRET | 0.15% of 96,000 active;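 active = mean replicate inhibition above about 25%, with at least 55% of replicates also reaching it, limit read from the data, passing the limit was not always enough; inconclusive = only one of those two conditions met; inactive = neither condition met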
Target sequence (Q9H3R0 2-372 limits assumed): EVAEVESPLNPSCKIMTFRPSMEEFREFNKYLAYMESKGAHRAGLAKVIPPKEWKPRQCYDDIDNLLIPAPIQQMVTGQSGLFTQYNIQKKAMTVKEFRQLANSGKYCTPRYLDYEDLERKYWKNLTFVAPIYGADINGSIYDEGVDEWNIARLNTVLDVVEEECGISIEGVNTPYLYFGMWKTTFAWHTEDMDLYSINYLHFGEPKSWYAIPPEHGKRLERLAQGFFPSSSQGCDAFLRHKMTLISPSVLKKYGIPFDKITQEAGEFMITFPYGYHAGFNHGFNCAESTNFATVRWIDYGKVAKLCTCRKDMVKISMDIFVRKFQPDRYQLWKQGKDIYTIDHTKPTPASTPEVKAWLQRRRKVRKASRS
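System: N-terminal GST-fused human GASC-1 (KDM4C) fragment, residues 2-372 / Amount: 10 nM GST-KDM4C in enzyme reaction / Also added: H3K9me3 peptide with Fe(II)/2OG / Times: 30 min demethylation and 1 h detection at room temperature / Signal: LANCE TR-FRET / Read-out basis: Fall in 671/618 emission ratio as inhibition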
T cruzi growth – blocks T. cruzi growth in NIH3T3 culture; T. cruzi beta-gal in NIH3T3, GalScreen luminescence, 90 h; inhibition, % at 8.34 µM; 5.9% of 77,000 active; AID 624255;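 active = mean inhibition above about 93%, with at least 55% of replicates each passing it, limit read from the data, passing the limit was not always enough; inconclusive = only one of those two conditions holds; inactive = neither condition holds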
Pf Dd2 inh – blocks growth of Plasmodium falciparum Dd2 parasites; P. falciparum Dd2 growth, SYBR Green, 72 h; active compounds read low; activity change, % at 10 µM; 2.3% of 94,000 active; AID 1159554; in the data active = activity change below about -80%; inconclusive = no clear call, values can overlap the other calls
* marks the source's active call; other numbers are inactive results; ? = inconclusive; nt = no result given; & = joins results of further samples.

C diff HTS | Compound | KDM4C inh | T cruzi growth | Pf Dd2 inh
-4 | N#C[C@H]1[C@@H](c2ccccc2C2=CCCCC2)[C@@H](CO)N1C(=O)C1CCOCC1 | 0.4 | nt | 2
-1 | C[C@@H]1CN([C@H](C)CO)C(=O)Cc2cc(NC(=O)Nc3ccccc3)ccc2O[C@H]1CN(C)C(=O)Nc1ccccc1 | 0.9 | 46 | 18
-1 | C[C@@H]1CN([C@H](C)CO)C(=O)Cc2cc(NS(=O)(=O)c3ccc(F)cc3)ccc2O[C@H]1CN(C)C(=O)Nc1ccccc1 | 0.6 | -3 | 25
26&-25 | C[C@@H](NC(=O)C[C@@H]1CC[C@H]2[C@@H](COC[C@H](O)CN2C(=O)Nc2cccc(Cl)c2)O1)c1ccccc1 | -0.5 | 90 | -22
-2 | C[C@H]1CCCCO[C@H](CN(C)Cc2ccc(C(F)(F)F)cc2)[C@@H](C)CN([C@@H](C)CO)C(=O)c2cc(NS(C)(=O)=O)ccc2O1 | -0.3 | -6 | -42
5 | C[C@@H]1CN([C@H](C)CO)C(=O)Cc2cc(NS(=O)(=O)c3cn(C)cn3)ccc2O[C@H]1CN(C)C | 1.4 | 3 | 13
-12 | Cc1cccc(-c2ccc([C@H]3[C@@H](CO)N4CCCCN(Cc5ccncc5)C[C@H]34)cc2)c1 | 2.7 | 86 | -51
25 | C[C@H]1CN([C@@H](C)CO)C(=O)c2cc(NC(=O)Nc3ccc(C(F)(F)F)cc3)ccc2O[C@H]1CN(C)Cc1ccc(Cl)c(Cl)c1 | -0.3 | 86 | -7
2 | C[C@@H]1CN([C@@H](C)CO)S(=O)(=O)c2ccc(C#CC3CC3)cc2O[C@H]1CN(C)C(=O)CC1CC1 | -0.5 | 54 | -55
-13 | CCC(=O)Nc1ccc2c(c1)C(=O)N(C)C[C@@H](OC)[C@H](C)CN(C(=O)NC1CCCCC1)[C@H](C)CO2 | -0.3 | 47 | 27
1 | C[C@@H]1CN([C@@H](C)CO)S(=O)(=O)c2ccc(-c3cncnc3)cc2O[C@H]1CN(C)C(=O)C1CC1 | 1.6 | 29 | 17
nt | CCC(=O)Nc1ccc2c(c1)C(=O)N(C)C[C@@H](OC)[C@@H](C)CN(C(=O)c1ccccn1)[C@H](C)CO2 | -0.5 | -61 | 13
4 | C[C@@H]1CCCCO[C@H](CN(C)C(=O)Nc2cccc3ccccc23)[C@H](C)CN([C@@H](C)CO)C(=O)c2cc(NC(=O)Nc3ccccc3)ccc2O1 | -1.4 | 96 | -50
1 | C[C@@H]1CN([C@@H](C)CO)C(=O)c2cccc(NC(=O)C3CC3)c2O[C@@H]1CN(C)C | -0.9 | -28 | -24
0 | Cc1ccc(S(=O)(=O)N(C)C[C@H]2Oc3ccc(NS(=O)(=O)c4ccccc4)cc3C(=O)N([C@@H](C)CO)C[C@H]2C)cc1 | 2.3 | 60 | -5
14&13 | O=C(C[C@H]1CC[C@@H]2[C@H](COC[C@H](O)CN2C(=O)c2ccncc2)O1)NCc1cccc(F)c1 | 1.9 | -143 | nt
nt | Cc1ccc(S(=O)(=O)NCC[C@H]2CC[C@@H](NC(=O)c3cnccn3)[C@H](CO)O2)cc1 | 0.8 | 28 | -1
nt | CO[C@H]1CN(C)C(=O)c2cc(NC(=O)NC(C)C)ccc2OC[C@@H](C)N(Cc2ccccc2)C[C@H]1C | 3.5 | 28 | -16
-2 | C[C@@H]1CCCCO[C@H](CN(C)C(=O)c2ccccc2)[C@@H](C)CN([C@H](C)CO)C(=O)c2cc(NC(=O)C3CCCCC3)ccc2O1 | 0.1 | 77 | -44
nt | CCS(=O)(=O)Nc1ccc2c(c1)C(=O)N(C)C[C@H](OC)[C@@H](C)CN(CC1CCCCC1)[C@@H](C)CO2 | -0.6 | 55 | nt
-12 | N#C[C@@H]1[C@@H](c2ccc(C3=CCCCC3)cc2)[C@@H](CO)N1C(=O)NC1CCCCC1 | 0.8 | 98* | 11
17 | CN(C)CC#Cc1ccc([C@H]2[C@@H](CO)N3CCCCN(C(=O)Nc4cc(F)ccc4F)C[C@H]23)cc1 | 4.7 | 109* | -40
1 | C[C@@H]1CCCCO[C@@H](CN(C)CC2CC2)[C@@H](C)CN([C@H](C)CO)C(=O)c2cc(NS(=O)(=O)c3cccs3)ccc2O1 | -0.6 | 31 | 2
-1 | Cc1cccc(-c2ccc([C@@H]3[C@H]4CN(C(=O)c5cccnc5)CCCCN4[C@H]3CO)cc2)c1 | 0.7 | 104* | 44
1 | COc1ccc(S(=O)(=O)Nc2ccc3c(c2)CC(=O)N([C@@H](C)CO)C[C@@H](C)[C@H](CN(C)S(=O)(=O)c2cn(C)cn2)O3)cc1 | -1.6 | 8 | -3
0 | COc1ccc(S(=O)(=O)Nc2ccc3c(c2)C(=O)N([C@H](C)CO)C[C@@H](C)[C@H](CN(C)C(=O)Nc2ccc4c(c2)OCO4)O3)cc1 | 0.8 | 29 | -11
-4 | C[C@@H]1CN([C@@H](C)CO)C(=O)c2cc(C#Cc3ccc(F)cc3)cnc2O[C@@H]1CN(C)S(C)(=O)=O | -2.9 | 6 | 15
2 | C[C@H](CO)N1C[C@H](C)[C@@H](CN(C)S(=O)(=O)c2cn(C)cn2)Oc2ccc(NC(=O)c3ccncc3)cc2CC1=O | 0.6 | 32 | 19
nt | COc1ccc(NC(=O)Nc2ccc3c(c2)C(=O)N([C@@H](C)CO)C[C@@H](C)[C@H](CN(C)Cc2ccc(-c4ccccc4)cc2)O3)cc1 | -1.4 | 104 | 8
-8 | CCCC(=O)N1CC2(CN(C)C2)c2c(n(C)c3cc(OC)ccc23)[C@@H]1CO | 0.5 | nt | -5
3 | C[C@@H]1CN([C@H](C)CO)C(=O)c2cc(N(C)C)ccc2O[C@@H]1CN(C)Cc1ccc(Cl)c(Cl)c1 | -0.1 | 42 | -14
3 | COc1ccc(S(=O)(=O)N(C)C[C@H]2OCCCC[C@@H](C)Oc3ccc(NC(=O)NC4CCCCC4)cc3C(=O)N([C@@H](C)CO)C[C@H]2C)cc1 | -1.5 | 93 | -61
nt | COC(=O)C[C@@H]1C=C[C@@H](NS(=O)(=O)c2ccccc2F)[C@@H](CO)O1 | -0.6 | -144 | 1
5 | CNC[C@@H]1OCCCC[C@@H](C)Oc2ccc(NC(=O)Nc3ccc(F)cc3)cc2C(=O)N([C@@H](C)CO)C[C@@H]1C | 1.1 | -8 | nt
2 | C[C@H](CO)N1C[C@H](C)[C@@H](CN(C)Cc2ccccc2)Oc2c(NC(=O)c3cnccn3)cccc2C1=O | -1.9 | 46 | 4
-1 | COc1cccc(-c2ccc([C@@H]3[C@@H](CO)N4CCCCN(S(=O)(=O)c5cccs5)C[C@H]34)cc2)c1 | -0.9 | 67 | -2
7 | C[C@@H]1CN([C@@H](C)CO)C(=O)Cc2cc(NC(=O)Cc3cn(C)c4ccccc34)ccc2O[C@H]1CN(C)C(=O)NC1CCCCC1 | 0.1 | 32 | -17
2 | COc1ccc(CN(C)C[C@H]2Oc3ccc(NC(=O)CCN4CCOCC4)cc3CC(=O)N([C@H](C)CO)C[C@@H]2C)cc1 | 2.2 | nt | -12
4 | C[C@H](CO)N1C[C@H](C)[C@H](CN(C)CC2CC2)Oc2cc(-c3cccc(F)c3)ccc2S1(=O)=O | -4.6 | 10 | -38
1 | C[C@H](CO)N1C[C@H](C)[C@H](CN(C)CC2CCCCC2)Oc2ccc(NC(=O)Cc3cn(C)c4ccccc34)cc2C1=O | 3.2 | 89 | -4
-2 | CC(C)NC(=O)Nc1ccc2c(c1)C(=O)N([C@H](C)CO)C[C@H](C)[C@H](CN(C)CC1CC1)OCCCC[C@@H](C)O2 | 1.9 | 84 | -22
0 | C[C@H]1CN([C@@H](C)CO)C(=O)c2cccc(NC(=O)C3CCOCC3)c2O[C@@H]1CN(C)S(=O)(=O)c1cccs1 | 0.4 | 97 | 12
-1 | Cc1ccc(S(=O)(=O)N[C@@H]2CC[C@@H](CCn3cc(C4CC4)nn3)O[C@@H]2CO)cc1 | 1.5 | nt | -13
4 | CC(C)NC(=O)N1CCCCN2[C@@H](CO)[C@@H](c3ccc(C#C[C@@H](C)O)cc3)[C@@H]2C1 | 0.1 | 75 | 23
-4 | CO[C@H]1CC[C@@H]2CCN(C)C(=O)CCCN(C)C(=O)c3cccc(C#N)c3OC[C@@H]1O2 | 1.3 | 17 | nt
0 | CNC[C@H]1Oc2cc(-c3ccccc3OC)ccc2S(=O)(=O)N([C@@H](C)CO)C[C@@H]1C | -0.9 | 51 | -68
1 | C[C@@H]1CN([C@H](C)CO)C(=O)c2cc(C#Cc3ccccn3)cnc2O[C@H]1CN(C)Cc1cncnc1 | 0.7 | 104* | 10
1 | C[C@@H]1CN([C@H](C)CO)C(=O)CCCn2cc(nn2)CO[C@H]1CN(C)S(=O)(=O)c1cccc(F)c1 | 0.8 | -8&40 | -1&0

The list goes on; the last 5 above are carried over.
C diff HTS | Compound | KDM4C inh | T cruzi growth | Pf Dd2 inh
4 | CC(C)NC(=O)N1CCCCN2[C@@H](CO)[C@@H](c3ccc(C#C[C@@H](C)O)cc3)[C@@H]2C1 | 0.1 | 75 | 23
-4 | CO[C@H]1CC[C@@H]2CCN(C)C(=O)CCCN(C)C(=O)c3cccc(C#N)c3OC[C@@H]1O2 | 1.3 | 17 | nt
0 | CNC[C@H]1Oc2cc(-c3ccccc3OC)ccc2S(=O)(=O)N([C@@H](C)CO)C[C@@H]1C | -0.9 | 51 | -68
1 | C[C@@H]1CN([C@H](C)CO)C(=O)c2cc(C#Cc3ccccn3)cnc2O[C@H]1CN(C)Cc1cncnc1 | 0.7 | 104* | 10
1 | C[C@@H]1CN([C@H](C)CO)C(=O)CCCn2cc(nn2)CO[C@H]1CN(C)S(=O)(=O)c1cccc(F)c1 | 0.8 | -8&40 | -1&0
-2 | C[C@@H]1CN([C@@H](C)CO)C(=O)c2cccc(NC(=O)c3cnccn3)c2O[C@H]1CN(C)C(=O)Nc1ccc(F)cc1 | 2.9 | -6 | -12
16 | N#C[C@@H]1[C@@H](c2ccccc2)[C@H](CO)N1C(=O)Nc1cccc(F)c1 | 0.1 | 21 | 24
-4 | COc1ccc2c3c(n(C)c2c1)[C@H](CO)N(Cc1cccnc1)CC31CN(C(=O)NC(C)C)C1 | 0.8 | nt | -88*
-2 | CS(=O)(=O)Nc1ccc2c(c1)[C@@H]1C[C@H](CC(=O)NCc3cccc(F)c3)O[C@@H](CO)[C@@H]1O2 | -0.7 | nt | 19
1 | C[C@@H]1CN([C@H](C)CO)C(=O)c2cccc(NS(C)(=O)=O)c2O[C@@H]1CN(C)C(=O)Nc1ccccc1 | -1.7 | -125 | 6
nt | CO[C@@H]1CN(C)C(=O)c2cc(NS(=O)(=O)Cc3ccccc3)ccc2OC[C@H](C)NC[C@@H]1C | 0.8 | 53 | 5
nt | Cc1ccc(S(=O)(=O)Nc2ccc3c(c2)C(=O)N([C@@H](C)CO)C[C@H](C)[C@@H](CN(C)Cc2ccc(Cl)c(Cl)c2)OCCCC[C@H](C)O3)cc1 | -0.8 | 75 | -25
1 | COc1ccc(S(=O)(=O)Nc2ccc3c(c2)C(=O)N([C@@H](C)CO)C[C@H](C)[C@@H](CN(C)S(=O)(=O)c2ccc(OC)cc2)OCCCC[C@H](C)O3)cc1 | -3.3 | ? | -78
nt | CO[C@@H](CN(C)Cc1cc(F)ccc1F)[C@H](C)CN(C(=O)Nc1ccc(C(F)(F)F)cc1)[C@@H](C)CO | 1.0 | 54 | -28
-11 | CC(C)NC(=O)N(C)C[C@@H]1Oc2ccc(NC(=O)Nc3cccc4ccccc34)cc2C(=O)N([C@@H](C)CO)C[C@@H]1C | -0.5 | 11 | 22
nt | C[C@@H]1CN([C@H](C)CO)S(=O)(=O)c2ccc(C#CC3CC3)cc2O[C@@H]1CN(C)CC1CC1 | -2.5 | 105 | -37
4 | CCCN(C)C[C@H]1Oc2cc(C#CCC3CCCC3)ccc2S(=O)(=O)N([C@H](C)CO)C[C@@H]1C | nt | nt | -18
1 | COc1ccc2c3c(n(C)c2c1)[C@H](CO)N(S(C)(=O)=O)CC31CCN(Cc2nccs2)CC1 | -0.2 | nt | -28
-11 | CN(C)CCCNC(=O)C[C@@H]1CC[C@@H]2[C@H](COc3ccc(NS(C)(=O)=O)cc3C(=O)N2C)O1 | 1.3 | 54 | 18
6 | C[C@@H]1CN([C@@H](C)CO)C(=O)c2cc(-c3ccncc3)cnc2O[C@@H]1CN(C)C(=O)c1ccncc1 | 2.2 | -13 | 15
9 | Cc1noc(C)c1S(=O)(=O)Nc1ccc2c(c1)C(=O)N([C@@H](C)CO)C[C@@H](C)[C@@H](CN(C)C(=O)NC1CCCCC1)OCCCC[C@H](C)O2 | 3.7 | -22 | -26
-10&-9 | CN(C)C(=O)c1ccc(-c2ccc(C3[C@@H]4CN(C(=O)C5CC5)C[C@H]3N4)cc2)cc1 (some centres undefined) | 0.8&0.9 | nt | 7&-74
6 | C[C@H](CO)N1C[C@H](C)[C@H](CN(C)S(=O)(=O)c2cccc(F)c2)Oc2ncc(C#Cc3ccc(C(F)(F)F)cc3)cc2C1=O | -0.4 | ? | -79
-4 | CCCNC(=O)Nc1ccc2c(c1)C(=O)N(C)[C@H]1CC[C@H](CC(=O)O)O[C@H]1CO2 | 3.8 | -21 | -6
